Assay outcomes from PubChem BioAssay.
SKN-1 inh: inhibitors of C. elegans SKN-1; hit rate 0.49% among 360,000; C. elegans VP596 Pgst-4::GFP/RFP ratio, acrylamide-induced, 24 h; AID 624304; inhibition, % at 21.8 µM;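 active = interference check ratio from 0.5 to 1.5 plus GFP to RFP signal ratio inhibition reaching or exceeding a fixed threshold, cut at about 30% in these data, passing the limit was not always enough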; also: some compounds called inactive have numbers as strong as hits
NRP1-CendR mod: NRP-1/CendR interaction modulation; FAM-RPARPAR peptide binding to NRP-1, fluorescence polarization; inhibition, % at 25 µM; hit rate 0.85% among 360,000; AID 602438;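 active = inhibition or corrected inhibition above about 18%, plus a signal ratio from 0.5 to 1.5, limit read from the data, passing the limit was not always enough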; also: strong numbers were not always called active
SUMO1 PPI mod: modulators of human SUMO1-mediated protein-protein interactions. inhibition, % at 20 µM. hit rate 0.33% among 360,000. P63165. SUMO1 binding to a labelled peptide, TR-FRET, 1 h; in the data active = inhibition above about 37%
Target sequence (P63165 whole entry, looked up): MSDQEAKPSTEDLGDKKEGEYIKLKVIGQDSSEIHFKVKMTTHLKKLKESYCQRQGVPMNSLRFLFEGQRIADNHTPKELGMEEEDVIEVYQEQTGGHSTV
Neddylation inh: blocks human cullin neddylation. P61081+Q13564. TR-FRET cullin neddylation, biochemical. calls only at 25 µM. hit rate 0.58% among 360,000; in the data active = inhibition above about 36%
LMPTP block: blocks human LMPTP phosphatase | P24666 | recombinant LMPTP-A, OMFP fluorogenic substrate, fluorescence intensity | inhibition, % at 20 µM | hit rate 0.22% among 360,000 | AID 651560;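 active = compounds that cut the enzyme signal by at least half of the control window in the single-dose screen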;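 also: plate controls were DMSO wells with enzyme plus substrate for no effect and substrate without enzyme for full effect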
Target sequence (P24666 whole entry, looked up): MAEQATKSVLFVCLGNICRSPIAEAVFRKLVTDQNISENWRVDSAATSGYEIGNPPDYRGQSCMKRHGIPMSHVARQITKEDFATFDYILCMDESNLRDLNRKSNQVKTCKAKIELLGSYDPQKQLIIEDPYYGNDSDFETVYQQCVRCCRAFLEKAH
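test system = LMPTP-A | amount = 0.625 nM LMPTP-A final | reagent = fluorogenic phosphatase substrate OMFP at 400 µM final | incubation = 50 min at room temperature | benchmarks = no-enzyme low control, uninhibited high control | medium = Bis-Tris pH 6.0, DTT, detergent | signal = fluorescence intensity of OMFP turnover product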
TbMetRS inhib: blocks T. brucei methionyl-tRNA synthetase activity. hit rate 0.4% among 360,000. inhibition, % at 11.9 µM. purified T. brucei MetRS, ATP depletion, Kinase-Glo luminescence;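 active = inhibition above a per-plate cutoff of the control wells' mean inhibition plus 3 SD, cut at about 5.5% in these data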;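 also: 0% = DMSO wells median and 100% = median of wells with control inhibitor compound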
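Material: parasite MetRS enzyme / Replication: singlicate, one well per compound / Signal: luminescence of leftover ATP / Schedule: 2 h aminoacylation at 25 °C after 15 min preincubation / Medium: HEPES-MgCl2-KCl buffer plus DTT, spermine, BSA, pyrophosphatase / Doses: 11.9 µM single point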
Scp1 inh: blocks human Scp-1 phosphatase activity | Q9GZU7 | Recombinant Scp1, phosphopeptide, malachite green phosphate absorbance | inhibition, % at 20 µM | hit rate 0.88% among 340,000 | AID 493091;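 active = inhibition above about 50% at 20 µM, limit read from the data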;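 also: plate controls were DMSO wells with enzyme for no effect and wells lacking enzyme for full effect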
Target sequence (Q9GZU7 76-261 limits assumed): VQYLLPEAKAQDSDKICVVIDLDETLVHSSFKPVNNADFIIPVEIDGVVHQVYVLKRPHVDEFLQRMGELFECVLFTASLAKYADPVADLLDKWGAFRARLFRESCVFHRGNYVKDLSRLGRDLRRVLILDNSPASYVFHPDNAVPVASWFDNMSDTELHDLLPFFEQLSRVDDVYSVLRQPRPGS
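Incubation: 45 min enzyme reaction at room temperature / System: truncated SCP-1 phosphatase (76-261aa) / Reagent: Phospho 17-mer peptide substrate / Buffer or medium: Acidic Tris acetate buffer with magnesium and detergent / Signal: absorbance at 630 nm / Doses: one concentration, 20 µM, with 1.0% DMSO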
STEP inh: STEP (human) phosphatase inhibition; P54829; recombinant STEP, OMFP fluorogenic substrate, fluorescence; inhibition, % at 20 µM; hit rate 0.25% among 360,000; AID 588621;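 active = inhibition at 20 µM, scaled per plate between control wells, above about 37%, limit read from the data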;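 also: 0% = DMSO with enzyme and substrate and 100% = substrate only without enzyme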
Target sequence (P54829 whole entry, looked up): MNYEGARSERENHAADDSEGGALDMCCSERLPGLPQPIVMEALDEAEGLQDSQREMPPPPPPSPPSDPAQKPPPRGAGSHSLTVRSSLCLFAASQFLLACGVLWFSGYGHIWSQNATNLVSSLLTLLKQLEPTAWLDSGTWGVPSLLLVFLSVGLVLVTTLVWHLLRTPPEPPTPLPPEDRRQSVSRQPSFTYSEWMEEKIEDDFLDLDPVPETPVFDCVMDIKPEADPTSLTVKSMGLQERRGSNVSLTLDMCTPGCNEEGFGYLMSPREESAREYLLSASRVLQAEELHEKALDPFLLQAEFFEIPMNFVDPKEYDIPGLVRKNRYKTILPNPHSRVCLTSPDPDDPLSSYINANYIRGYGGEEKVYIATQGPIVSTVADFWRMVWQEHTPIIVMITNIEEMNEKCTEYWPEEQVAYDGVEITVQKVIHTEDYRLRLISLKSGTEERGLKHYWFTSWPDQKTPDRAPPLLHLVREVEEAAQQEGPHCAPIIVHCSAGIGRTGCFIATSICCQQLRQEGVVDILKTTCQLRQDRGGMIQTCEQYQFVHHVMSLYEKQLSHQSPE
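Test system: STEP tyrosine phosphatase / Reagent: OMFP at 25 µM / Doses: 20 µM, 1% DMSO / Read-out: percent inhibition scaled to no-enzyme and uninhibited-enzyme controls, plate-pattern corrected / Detection: FITC-channel fluorescence of OMFP product / Medium: Bis-Tris buffer pH 6.0, 2.5 mM DTT, 0.005% Tween 20 / Schedule: 20 min at room temperature, dark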
DNMT1 inh: inhibitors of human DNMT1; DNMT1 molecular beacon, Hinp1I cleavage, fluorescence; inhibition (reported as % activation of signal), % at 10 µM; hit rate 0.83% among 360,000; AID 588458; in the data active = inhibition above about 50%
NadD inh: inhibitors of Staphylococcus aureus NadD; purified NadD enzyme, colorimetric absorbance read-out; inhibition, % at 20 µM; hit rate 0.78% among 360,000; AID 602399; in the data active = inhibition above about 26%; also: some compounds past the cut are filed as inactive
The depositor's hits bear a star; i = inactive; . = not tested or not shown.

smiles,SKN-1 inh,NRP1-CendR mod,SUMO1 PPI mod,Neddylation inh,LMPTP block,TbMetRS inhib,Scp1 inh,STEP inh,DNMT1 inh,NadD inh
CC(=O)/C(=N\Nc1cccc(Cl)c1)Sc1cccc2cccnc12,8,-8,-2,i,0.2,0.0,2,-2,21,3
COc1ccc(NC(=S)NC2CCCC2)c(OC)c1,-16,-8,0,i,-1.5,-1.2,2,-3,6,-3
Cc1sc2ncnc(N3CCC(C(=O)Nc4ccc(Cl)cc4Cl)CC3)c2c1C,9,-6,-2,i,3.5,-0.3,6,1,-1,18
C/C(=N\NC(=O)c1cccc([N+](=O)[O-])c1)c1ccco1,7,1,-23,i,0.1,-0.3,-4,0,-2,-6
CCOC(=O)c1c(NC(=O)c2cccs2)sc(C(=O)N(C)C)c1C,-6,-35,-3,i,-0.3,-0.4,-5,2,-3,-10
CCN(CCS(=O)(=O)c1ccc(Cl)cc1)C(=O)Nc1ccc(Cl)cc1,-23,2,6,i,-0.1,-0.1,-23,1,2,-3
CC(=O)Nc1sc(C)c(C)c1C(=O)OCC(=O)N(C)C1CCS(=O)(=O)C1 (stereo unspecified),5,-10,2,i,0.3,0.1,-6,1,-1,-5
Cc1ccc(-c2ccc(C(=O)O)o2)cc1Cl,-12,-15,-7,i,1.5,-0.5,-2,-2,0,-8
Cc1nnc(SCC(=O)N2CCCC(N3CCN(c4ccc(F)cc4)CC3)C2)o1 (stereo unspecified),9,3,-2,i,-0.1,-0.2,-10,0,0,-5
Cc1cc(C)nc(SCCn2c(N3CCOCC3)nc3c2c(=O)[nH]c(=O)n3C)n1,-8,3,1,i,-0.7,0.2,-1,-2,0,-4
CCOc1ccc(OCCC(=O)OCC(=O)c2c(N)n(C)c(=O)n(C)c2=O)cc1,19,1,4,i,1.5,0.1,13,3,4,1
CSc1ccccc1C(=O)NC(C)c1ccc(-n2ccnc2)cc1 (stereo unspecified),17,-11,0,i,-4.7,-0.3,-8,-2,1,-2
Cc1ccc(NC(=O)C(C)OC(=O)COc2cccc(C(F)(F)F)c2)cc1 (stereo unspecified),19,-9,3,i,1.6,-0.4,-3,0,-1,-5
N#Cc1ccc(Oc2nc(C(N)=O)cc(-c3ccccc3)n2)cc1,18,-10,-5,i,0.1,-0.5,-9,-3,7,0
O=C(O)c1c[nH]c(=S)n1-c1ccc(F)cc1,-5,17,0,i,-0.1,-0.4,2,-6,0,0
NC(=O)C1=C[C@H](c2ccc(Br)cc2)C[C@H](OCc2ccc(CO)cc2)O1,14,26*,9,i,1.3,-0.1,-6,0,-12,-2
COc1ccc(CN(C(=O)c2snc(C(N)=O)c2N)C(C)C(=O)NCc2ccc(F)cc2)cc1 (stereo unspecified),15,6,-15,i,0.2,-0.7,-3,-2,4,0
O=C(COC(=O)c1ccccc1Cl)Nc1ccc2[nH]c(=O)[nH]c2c1,23,15,7,i,-0.1,-0.4,-3,0,1,5
COc1ccc(NC(=O)Cc2nnc(SCC(=O)c3ccccc3)n2C)cc1,-12,-7,-7,i,-0.7,-0.8,-1,2,-2,3
O=C(NC(=S)Nc1cccc(S(=O)(=O)NC2=NCCC2)c1)c1cc(-c2ccco2)nc2ccccc12,-3,-14,22,i,15,-0.1,-6,5,11,41*
CC(=O)c1cc2c(cc1NC(=O)CN1Cc3ccccc3C1=O)OCO2,9,9,-20,i,0.6,-0.2,1,0,0,-1
c1ccc(-c2cncnc2)cc1,-13,1,5,i,0.1,-0.4,-3,-2,1,-4
Cn1c(SCC(=O)NCc2ccc3c(c2)OCO3)ncc(C(=O)Nc2ccc(F)cc2)c1=O,13,-13,-145,i,1.3,0.4,-4,1,6,-6
O=C(N1CCOCC1)N(Cc1ccco1)CC1CCCO1 (stereo unspecified),-15,-6,-2,i,-2.8,-1.5,-10,-3,2,2
O=C(Nc1cc(S(=O)(=O)N2CCOCC2)ccc1N1CCCCC1)c1cc(-c2ccccn2)nc2ccccc12,-5,-1,0,i,4.4,-1.2,3,11,5,1
CCc1nc2ccccc2nc1N1CCN(S(=O)(=O)c2ccc(Cl)cc2)CC1,-4,0,-28,i,3.6,0.3,-8,3,0,0
NC(N)=N/N=C/c1ccc(Cl)cc1Cl,7,6,-7,i,-1.0,0.7,0,-2,2,-5
Clc1ccc(-n2nnnc2-c2cnc3ccccc3c2-c2ccccc2)cc1,11,-10,0,i,4.0,-0.3,-3,5,-1,-14
Cc1ncc([N+](=O)[O-])n1CCOC(=O)NC(Nc1ccc(F)cc1)C(Cl)(Cl)Cl (stereo unspecified),6,17,-20,i,0.3,0.3,-4,-2,0,1
c1ccc(Oc2cc(-n3cncn3)ncn2)cc1,12,5,2,i,-3.2,0.3,-7,-1,3,-3
Cc1ccc(Nc2nc(-c3ccccc3)cs2)nc1,25,1,0,i,1.9,-0.9,-1,2,-3,4
COc1ccc(C(C)=O)cc1COC(=O)CCNS(=O)(=O)c1ccc(C)cc1,9,-7,0,i,0.7,-0.3,-5,2,-5,-13
CCN1C(=O)c2ccc(C(=O)O)cc2C1=O,-5,4,-5,i,-1.6,-0.2,-5,-2,3,3
CNC(=O)CN1C(=O)NC(Cc2c[nH]c3ccccc23)C1=O (stereo unspecified),1,1,1,i,-1.0,-0.5,-8,-1,-1,2
Cc1cccc(NC(=O)Cn2cnc3ccc(S(=O)(=O)N4CCC(C)CC4)cc3c2=O)n1,27,-22,-1,i,0.4,-0.2,3,1,-5,3
COc1ccc(OC)c(Nc2ncnc3ccc(Br)cc23)c1,-6,14,-2,i,-0.8,-0.5,-2,1,1,-5
Cc1cccc(-c2nnn(CC/C(N)=N/O)n2)c1,-21,-8,0,i,-1.8,-0.2,-4,-1,4,-4
CCn1c(=NC(=O)COc2ccccc2)sc2cccc(F)c21,4,12,9,i,-0.3,-0.8,-11,0,2,-4
COc1ccc(N2CC(C(=O)N/N=C/c3ccc(C)cc3)CC2=O)cc1 (stereo unspecified),5,6,-1,i,-1.5,-0.6,-4,-2,8,4
COc1ccc(S(=O)(=O)N2CCCCC2c2cc(C(=O)NC(C)C)no2)cc1 (stereo unspecified),9,9,6,i,0.7,-0.2,.,3,1,2
CC(C)c1nc(SCC(=O)c2ccc(F)cc2)c2ccccc2n1,4,9,-7,i,2.7,-1.5,7,4,2,-6
COC(C#CCCN(C)C)(c1ccccc1)c1ccccc1,0,8,-2,i,-1.5,-0.3,-5,-1,2,-7
C=CCNc1nc2ccccc2nc1NS(=O)(=O)c1ccc(Cl)cc1,19,5,1,i,1.5,1.2,-3,2,-1,2
CCOC(=O)CNC(=O)c1sc(NC(=O)c2ccccc2)nc1C,-20,-2,5,i,1.5,-0.6,-3,1,2,0
CCCCCCCCC#Cc1nc(C)ccc1OC,7,6,6,i,5.0,0.5,1,2,16,2
Cc1ccc(NC(=O)c2cc(C(=O)c3cc(Cl)ccc3O)cn(-c3ccc(C)cc3)c2=O)cc1,14,-42,0,i,0.0,-0.6,16,-2,-1,31*
CC(=O)N(/N=C1\Sc2ccccc2C1=O)c1ccccc1,13,-24,22,i,2.6,0.2,-5,3,42,2
Cc1c(-c2ccccc2)nc(N)c(C#N)c1-c1cccs1,-12,12,-4,i,-0.7,0.4,-2,3,6,3
O=C(CSc1nc(=O)n(CCCN2CCOCC2)c2c1CCCC2)Nc1ccc(F)c(F)c1,30,-4,9,i,0.1,-0.4,-3,1,-3,-1
CC(C)CCOCC1CC2(CC(C)(c3csc(N)n3)OC2=O)C(=O)O1 (stereo unspecified),-6,13,-2,i,0.0,0.2,-15,0,2,-1

New compounds follow
smiles,SKN-1 inh,NRP1-CendR mod,SUMO1 PPI mod,Neddylation inh,LMPTP block,TbMetRS inhib,Scp1 inh,STEP inh,DNMT1 inh,NadD inh
Cc1ccc(C(=O)NC2CCCCCCC2)cc1S(=O)(=O)N1CCOCC1,-2,-7,5,i,-0.2,-0.3,-6,-2,3,-3
CCC(NC(=O)CCc1nnc(-c2cc(C)on2)o1)C12CC3CC(CC(C3)C1)C2 (stereo unspecified),12,3,4,i,1.4,-0.2,-2,-3,0,4
COc1cccc(-c2nn(-c3ccc(C)cc3)cc2C(=O)NCC2CCCO2)c1 (stereo unspecified),2,1,2,i,1.4,-0.7,-4,1,3,-2
Cc1cc(C)c(NC(=O)CN2C(=O)NC3(CCc4ccccc43)C2=O)c(Cl)c1 (stereo unspecified),-11,-8,2,i,-0.9,-0.4,-5,-2,4,1
CN(CCC1CCCCO1)C(=O)c1cc(COc2ccc(F)cc2F)on1 (stereo unspecified),6,-4,1,i,-0.2,-0.1,4,-2,5,-5
CC(=O)N1CCCN(C(=O)c2cc(COc3c(F)cccc3F)on2)CC1,1,-2,-3,i,-1.1,-0.5,-8,0,1,6
Cc1ccccc1N(C(=O)CNC(=O)c1cccs1)C(C(=O)NC1CCCC1)c1ccncc1 (stereo unspecified),4,6,0,i,-1.9,-0.1,-3,-2,2,-11
COC(=O)Cc1c(C)nc2nc(Cc3ccccc3)[nH]n2c1=O,-10,18,-2,i,-3.4,-1.1,5,-3,45,0
CC(Oc1ccccc1Cl)C(=O)Nc1ccc(S(=O)(=O)N2CCN(C)CC2)cc1 (stereo unspecified),-1,2,0,i,0.4,-0.2,15,-4,0,-1
COC(=O)c1ccc(CSc2nc3c(cnn3-c3ccc(F)cc3)c(=O)[nH]2)o1,4,-6,15,i,0.3,-0.7,-2,2,0,7
COc1ccc(/C=C/C(=O)NCCCN2CCOCC2)cc1,2,21,0,i,-0.8,0.2,-5,-1,-1,2

Random excerpt: three compounds from above
smiles,SKN-1 inh,NRP1-CendR mod,SUMO1 PPI mod,Neddylation inh,LMPTP block,TbMetRS inhib,Scp1 inh,STEP inh,DNMT1 inh,NadD inh
CN(CCC1CCCCO1)C(=O)c1cc(COc2ccc(F)cc2F)on1 (stereo unspecified),6,-4,1,i,-0.2,-0.1,4,-2,5,-5
COc1ccc(/C=C/C(=O)NCCCN2CCOCC2)cc1,2,21,0,i,-0.8,0.2,-5,-1,-1,2
Cc1ccc(C(=O)NC2CCCCCCC2)cc1S(=O)(=O)N1CCOCC1,-2,-7,5,i,-0.2,-0.3,-6,-2,3,-3

Rows were taken by chance; about 4.6% have a hit in one of these screens.
